APJ antag: antagonists of human APJ apelin receptor; AID 2521; inhibition, % at 20 µM; P35414; 0.32% of 330,000 active; CHO-K1 APJ beta-arrestin complementation, luminescence;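 active means inhibition above about 40% at 20 µM, limit read from the data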;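 further: cells challenged with 10 nM apelin-13 agonist together with compound; plate controls were apelin-13 plus DMSO wells for no effect and DMSO wells lacking apelin-13 for full effect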
Target sequence (P35414 whole entry, looked up): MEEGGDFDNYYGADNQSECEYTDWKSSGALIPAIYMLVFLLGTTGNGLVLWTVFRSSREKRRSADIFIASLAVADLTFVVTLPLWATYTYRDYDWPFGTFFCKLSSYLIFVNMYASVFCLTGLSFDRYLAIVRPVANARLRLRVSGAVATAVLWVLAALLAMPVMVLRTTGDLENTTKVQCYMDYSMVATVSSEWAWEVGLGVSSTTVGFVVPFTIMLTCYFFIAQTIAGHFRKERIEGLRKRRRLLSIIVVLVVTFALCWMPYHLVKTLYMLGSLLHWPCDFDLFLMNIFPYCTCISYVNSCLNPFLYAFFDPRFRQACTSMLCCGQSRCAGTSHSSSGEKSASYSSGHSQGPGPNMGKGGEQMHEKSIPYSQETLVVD
Jurkat NFkB inh: inhibitors of the PMA/ionomycin-induced NF-kB reporter in Jurkat cells; 0.53% of 330,000 active; PMA/ionomycin-induced NF-kB luciferase reporter, luminescence; inhibition, % at 4 µM; AID 435003; in the data active means inhibition above about 50%
Gli-Sufu block: antagonists of Gli-Sufu signaling. Sufu-KO-LIGHT fibroblasts, Gli luciferase reporter luminescence. 0.74% of 340,000 active. inhibition, % at 5 µM;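 active means inhibition above about 55%, limit read from the data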;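 further: 0% = DMSO-treated cells and 100% = wells with medium but no cells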
697 NFkB inh: lowers PMA/ionomycin-induced NF-kB signal in 697 B cells; 697 B-cell NF-kB luciferase reporter, 16 h; inhibition, % at 4 µM; 0.33% of 330,000 active; AID 435022; in the data active means inhibition above about 35%
UBC13 polyUb: blocks human UBC13 polyubiquitin chain formation; P61088; TR-FRET; inhibition, % at 20 µM; 0.47% of 330,000 active; in the data active means inhibition above about 45%, passing the limit was not always enough
CCR6 antag: CCR6 (human) receptor antagonism. AID 493098. 0.49% of 340,000 active. inhibition, % at 20 µM. CHO-K1 CCR6 PathHunter beta-arrestin, luminescence, CCL20-stimulated;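 active means compounds whose inhibition of the agonist-driven luminescence signal at 20 µM reaches about 50%, limit read from the data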;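 further: cells stimulated with CCL20 at 14 nM final; plate controls were DMSO with CCL20 for no effect and DMSO without agonist for full effect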
EBI2 antag: EBI2 (human) antagonism | EBI2 beta-arrestin recruitment, luminescence, 7a,25-OHC stimulated | inhibition, % at 5 µM | 0.81% of 360,000 active | AID 651636; in the data active means inhibition above about 38%;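 further: enzyme fragment complementation signal reports receptor beta-arrestin coupling in cells; 0% = agonist plus DMSO wells and 100% = wells without agonist; some results beyond the cut were filed as inactive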
Target sequence (P32249 whole entry, looked up, the tested form may be a part): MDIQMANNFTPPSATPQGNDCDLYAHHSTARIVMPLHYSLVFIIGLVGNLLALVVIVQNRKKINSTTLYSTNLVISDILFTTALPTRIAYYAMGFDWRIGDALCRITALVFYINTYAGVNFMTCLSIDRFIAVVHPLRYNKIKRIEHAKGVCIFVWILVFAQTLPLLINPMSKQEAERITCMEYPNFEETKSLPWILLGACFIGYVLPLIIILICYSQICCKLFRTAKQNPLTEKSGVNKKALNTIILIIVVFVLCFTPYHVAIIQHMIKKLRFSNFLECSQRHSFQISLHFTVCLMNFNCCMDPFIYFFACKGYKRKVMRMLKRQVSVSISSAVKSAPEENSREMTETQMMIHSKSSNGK
CXCR6 block: CXCR6 (human) receptor inhibition. inhibition, % at 20 µM. O00574. CHO-K1 PathHunter CXCR6 beta-arrestin, luminescence. AID 602244. 0.36% of 360,000 active; in the data active means inhibition above about 34%, passing the limit was not always enough;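 further: antagonist mode with CXCL16 agonist at 10 nM final; 0% = 10 nM CXCL16 with DMSO and 100% = unstimulated wells without agonist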
Target sequence (O00574 whole entry, looked up): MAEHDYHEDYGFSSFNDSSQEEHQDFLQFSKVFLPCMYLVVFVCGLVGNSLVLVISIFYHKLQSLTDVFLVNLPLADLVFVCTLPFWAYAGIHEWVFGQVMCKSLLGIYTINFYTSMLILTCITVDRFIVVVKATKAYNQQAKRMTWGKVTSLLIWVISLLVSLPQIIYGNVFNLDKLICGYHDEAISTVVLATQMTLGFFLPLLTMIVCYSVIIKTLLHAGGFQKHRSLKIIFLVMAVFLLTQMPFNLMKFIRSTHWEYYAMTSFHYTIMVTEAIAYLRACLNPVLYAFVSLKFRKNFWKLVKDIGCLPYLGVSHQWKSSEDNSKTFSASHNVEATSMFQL
The depositor's hits bear a star.

The line under a structure holds: CXCR6 block, EBI2 antag, 697 NFkB inh, CCR6 antag, Gli-Sufu block, UBC13 polyUb, APJ antag, Jurkat NFkB inh
O=C(CCc1nnc(-c2ccc3c(c2)OCO3)o1)N(Cc1ccncc1)CC1CCCO1 (centres undefined)
 : -5.8, -2.9, 6.4, -0.8, -1.1, -0.2, -13.2, -10.0
CN(C)CCC(=O)c1ccc(F)cc1
 : 3.5, -5.0, 15.1, -1.0, 2.5, 9.5, -13.4, 7.3
CCCOc1ccc(-c2nc(C#N)c(N3CCC(C(N)=O)CC3)o2)cc1
 : -4.1, 3.5, 6.3, 4.5, -4.3, 3.4, 0.4, -0.5
COc1ccc(NC(=O)N2CCC(CO)(CC3CCCCO3)CC2)c(OC)c1 (centres undefined)
 : -4.9, 5.2, 9.9, -4.0, 3.5, 5.3, -14.0, -1.4
CCOC(=O)c1ccccc1NC(=O)COC(=O)C1CC(=O)N(c2ccc3c(c2)OCCO3)C1 (centres undefined)
 : -10.9, -7.6, 5.4, -1.0, -4.1, 5.0, 11.0, 4.3
O=C(NCc1cccnc1)c1ccc(NC(=O)c2ccco2)cc1
 : 1.8, -13.8, 15.6, -2.8, -6.3, 1.9, 9.1, -11.4
CC1CCCC(C)N1C(=O)COC(=O)c1cncc(Br)c1 (centres undefined)
 : -2.5, 0.9, 2.7, 2.8, -2.0, 7.3, 8.4, -5.6
O=C(C(c1ccccc1)c1ccccc1)N1CCN(Cc2ccc(Br)cc2)CC1
 : 9.1, 12.1, -4.5, 11.8, -6.6, 4.0, 15.6, -6.2
CC(C)C(C)NC(=O)CN1C(=O)NC2(CCCc3ccccc32)C1=O (centres undefined)
 : -3.2, -6.4, 16.8, -6.7, -19.9, 3.4, 5.7, 1.8
Cc1ccc(OCc2ccc(C(=O)NN)o2)cc1C
 : -5.9, -2.5, -126.2, -0.1, -45.2, 3.3, -38.1, -9.3
Cc1cc(C)nc(SCc2ccc(Br)cc2)n1
 : 4.0, 0.3, 12.9, 7.5, -4.6, 3.5, 15.4, -14.2
C#CCNC(=O)c1cc2sccc2n1C
 : -1.0, -5.7, 12.6, -13.6, -19.1, -5.1, -0.4, 7.0
COCCN(C(=O)CSc1ncn[nH]1)c1c(N)n(Cc2ccccc2)c(=O)[nH]c1=O
 : 2.7, -8.9, -20.2, 0.2, -5.1, -5.7, 15.9, -21.6
CCCn1c(C)cc(C)c(C#N)c1=O
 : -1.9, -19.9, 19.7, -16.6, 4.8, -3.7, 13.8, -16.2
Cc1cccc(NC(=O)c2ccccc2NC(=O)CCC(=O)O)c1
 : -4.2, -1.7, -8.5, 15.3, -7.5, 2.1, -1.2, 23.9

Other entries:
The line under a structure holds: CXCR6 block, EBI2 antag, 697 NFkB inh, CCR6 antag, Gli-Sufu block, UBC13 polyUb, APJ antag, Jurkat NFkB inh
O=C(COc1ncnc2sccc12)NC1CCCc2ccccc21 (centres undefined)
 : 14.0, -0.1, -3.8, 13.0, -8.9, 5.2, 7.9, 3.1
O=C(c1ccco1)n1nc(-c2ccccc2)nc1SCc1ccccc1
 : 2.2, 2.4, -41.3, 12.0, -62.8, 0.3, 9.9, -28.5
COc1cc2ccccc2cc1C(=O)N1CCCCC1
 : -6.5, 7.8, 10.7, 3.7, -6.9, -3.0, -10.3, 5.9
COc1ccc(CC(=O)Nc2ccc(N3CCOCC3)cc2)cc1S(=O)(=O)N1CCOCC1
 : 5.4, 3.3, 38.6*, 5.4, -5.1, -2.2, 7.3, 4.5
Cc1csc(N2CCCC2c2nc3cc(C(F)(F)F)ccc3n2CCOCCO)n1 (centres undefined)
 : 2.6, -6.5, -30.4, 14.9, 85.3*, -8.6, 10.2, 1.5
COc1ccc(/C=N/NC(=S)NC2CCS(=O)(=O)C2)cc1 (centres undefined)
 : -6.4, 3.4, 5.8, 13.7, 8.8, -8.8, -10.1, 3.1
N#CC(c1ccc(Cl)cc1)c1nc2ccccc2nc1C(F)(F)F (centres undefined)
 : 1.7, 13.6, -0.3, 17.1, 18.4, -2.3, 9.8, 3.8
O=C(C1CCCO1)N1CCN(C(=S)Nc2ccc(F)cc2)CC1 (centres undefined)
 : 8.2, -18.9, 15.7, 3.5, 0.3, 5.1, -6.8, 4.5
Cc1ccc(C(=O)NCCSC(C)(C)C)cc1[N+](=O)[O-]
 : 8.4, -5.4, -22.2, 9.7, -27.9, 0.5, 8.1, -16.9
Cc1cc(OCC(=O)N2CCCC2)ccc1Cl
 : -14.4, 23.4, -23.8, -1.9, -38.6, 0.4, 4.1, -35.6
O=C(c1cc(COc2ccc(F)cc2Cl)on1)N1CCCCCCC1
 : -0.8, -4.3, -4.9, 16.0, -22.6, 10.0, 14.6, -5.0
COc1cc(OC)cc(C(=O)NCCC(=O)NCCc2ccc(OC)c(OC)c2)c1
 : 1.2, -1.3, 3.8, -7.1, -3.5, -7.9, 13.1, 5.1
Cc1n[nH]c(C)c1C(=O)CC1(O)C(=O)N(CCc2ccccc2)c2ccc(Cl)cc21 (centres undefined)
 : 1.4, 6.1, -4.5, 14.3, -6.8, 1.2, 0.6, -14.9
COc1ccccc1NC(=O)N1CCC(NC(=O)C2CCCCC2)CC1
 : -2.2, -12.5, 3.1, 8.6, 8.2, 2.1, -13.0, -5.9
COc1ccc(C(=O)N/N=C/c2ccccc2C(=O)O)cc1OC
 : 8.7, -4.1, -28.5, -1.4, 7.9, -20.1, 9.1, -2.6

A different layout for some results above:
Cc1ccc(C(=O)NCCSC(C)(C)C)cc1[N+](=O)[O-]
  CXCR6 block = 8.4; EBI2 antag = -5.4; 697 NFkB inh = -22.2; CCR6 antag = 9.7; Gli-Sufu block = -27.9; UBC13 polyUb = 0.5; APJ antag = 8.1; Jurkat NFkB inh = -16.9

Cc1cc(OCC(=O)N2CCCC2)ccc1Cl
  CXCR6 block = -14.4; EBI2 antag = 23.4; 697 NFkB inh = -23.8; CCR6 antag = -1.9; Gli-Sufu block = -38.6; UBC13 polyUb = 0.4; APJ antag = 4.1; Jurkat NFkB inh = -35.6

O=C(c1cc(COc2ccc(F)cc2Cl)on1)N1CCCCCCC1
  CXCR6 block = -0.8; EBI2 antag = -4.3; 697 NFkB inh = -4.9; CCR6 antag = 16.0; Gli-Sufu block = -22.6; UBC13 polyUb = 10.0; APJ antag = 14.6; Jurkat NFkB inh = -5.0

COc1cc(OC)cc(C(=O)NCCC(=O)NCCc2ccc(OC)c(OC)c2)c1
  CXCR6 block = 1.2; EBI2 antag = -1.3; 697 NFkB inh = 3.8; CCR6 antag = -7.1; Gli-Sufu block = -3.5; UBC13 polyUb = -7.9; APJ antag = 13.1; Jurkat NFkB inh = 5.1

Continued.
The line under a structure holds: CXCR6 block, EBI2 antag, 697 NFkB inh, CCR6 antag, Gli-Sufu block, UBC13 polyUb, APJ antag, Jurkat NFkB inh
CCOc1ccc(CCNC(=O)c2ccc(F)c(S(=O)(=O)N3CCOCC3)c2)cc1OCC
 : -5.3, -13.0, -2.1, 6.3, 5.0, -1.5, 4.1, 7.1
CC[C@@H](C)[C@H](NS(=O)(=O)c1ccc(C)cc1)C(=O)N1CCC(C(=O)NCC(=O)O)CC1
 : -3.4, 1.1, -1.7, -14.4, 11.2, -7.3, -4.0, 10.3
COC(=O)c1sc2nc(SCc3ccccc3C#N)n(N)c(=O)c2c1C
 : -1.7, -7.9, -20.6, 1.3, -8.3, -6.4, 3.3, 10.7
C=CCS/C(N)=N\N=C\c1c(O)ccc2ccccc12
 : 0.0, 12.6, -64.7, 21.2, -85.4, 17.6, 17.4, -88.6
CCOC(=O)NC(=O)CSc1nc2ccccc2[nH]1
 : -5.0, -1.8, 11.6, 8.0, -17.2, -0.2, -11.9, 7.7
CCOC(=O)C1=C(N)OC2=C(C(=O)CC(C)(C)C2)C1c1cccnc1 (centres undefined)
 : 0.7, -3.5, 5.7, 1.9, 9.7, 2.4, 5.7, 10.0
CCOc1ccccc1COC(=O)c1cccc(-n2cnnn2)c1
 : -8.0, -1.1, -0.1, 10.8, 3.2, -13.7, -25.8, -5.4
CCCn1nc(NC(=O)COC)c2cc3cc(C)ccc3nc21
 : 0.6, 2.6, -58.4, 19.3, -10.6, -4.3, 4.4, -60.9
CC1Cc2cc(/C(O)=C3/C(=O)C(=O)N(CCCn4ccnc4)C3c3cccnc3)ccc2O1 (centres undefined)
 : 0.9, -0.4, 13.1, 11.8, -5.5, -11.1, 1.6, -0.2
CCCS(=O)(=O)Nc1ccc(N2CCCCC2)c(S(=O)(=O)Nc2ccccc2OC)c1
 : 5.9, 27.3, 3.8, 16.9, -4.3, 6.3, 2.7, -3.6
Cc1ccc(CSc2nnc(-c3ccco3)o2)cc1
 : 4.4, -15.2, -65.9, 2.0, -79.7, 5.4, 10.4, -57.8
COc1ccccc1NCCC(=O)OCC(=O)Nc1cccc(S(=O)(=O)N(C)C)c1
 : -9.1, 0.0, 10.4, 3.5, -2.9, 1.5, -2.9, 8.4
CCCCN1C(=O)NC(c2cccc([N+](=O)[O-])c2)C(C(=O)OCC)=C1C (centres undefined)
 : -8.3, 1.9, -1.4, 7.8, 14.6, 9.2, 1.7, 8.4
CCC(CO)Oc1cc(NC(=O)c2cccc3ccccc23)c2ncn(C(C)C)c2c1 (centres undefined)
 : -3.6, 20.6, 7.9, 2.3, 18.6, 17.1, 7.6, -9.8
c1ccc(-c2sc3ccccc3c2-c2ccc(OCCN3CCOCC3)cc2)cc1
 : -12.4, 7.4, 5.3, 8.2, 5.5, 30.6, -32.5, 5.3

Additional structures follow.
The line under a structure holds: CXCR6 block, EBI2 antag, 697 NFkB inh, CCR6 antag, Gli-Sufu block, UBC13 polyUb, APJ antag, Jurkat NFkB inh
CC(Sc1nnnn1C)C(=O)Nc1ccccc1-c1ccccc1 (centres undefined)
 : 5.6, 5.3, -5.8, 7.7, 5.8, -0.7, 12.3, -12.1
CC(C)(C)NC(=O)Cn1c(=O)oc2ccc(Cl)cc21
 : -4.5, -1.1, -4.3, 17.0, 4.5, 5.4, 12.7, 14.6
N#CCC(=O)Nc1ccc(C(=O)OCC(=O)NC2CCCc3ccccc32)cc1 (centres undefined)
 : -2.6, -13.0, 8.6, 10.5, -9.1, -6.7, 8.8, 1.7
Cc1ccc(CNC(=O)CC2C(=O)Nc3c2c(=O)n(C)c(=O)n3Cc2ccccc2)cc1 (centres undefined)
 : -4.8, 5.5, 16.8, 5.0, 28.7, 7.5, 3.2, 11.9
O=C1CCC(=O)N(c2ccccc2)N1
 : 0.0, -8.8, -28.1, 6.7, 1.9, -5.4, -17.6, -23.0
COc1ccccc1C1CCN(C(=O)c2ccccc2)CC1
 : -1.1, -29.1, -5.3, 11.0, 2.6, 4.9, 17.4, -8.6
N/C(CN1CCCC1=O)=N\OC(=O)c1ccccc1Cl
 : -10.2, -4.5, -11.6, -5.2, -16.3, 3.5, -10.0, -14.3
Cc1ccc(NC(=O)C2CCCN(C(=O)NCc3ccccc3)C2)c(C)c1 (centres undefined)
 : 0.9, -3.6, -8.8, 2.9, 21.2, 0.5, 2.2, -18.0
Cc1nnc(N2C(=O)C(=O)/C(=C(/O)c3ccc4c(c3)CC(C)O4)C2c2ccccc2F)s1 (centres undefined)
 : 6.5, -6.9, -6.2, 14.1, 1.6, -7.0, 15.2, 12.5
O=C1N(c2cccc3ccccc23)C(c2ccccc2)N2CCCN12 (centres undefined)
 : 7.1, 4.5, -4.1, 4.4, 81.3*, -4.5, 12.2, -11.9
COc1ccc(-n2c(=O)c3ccccc3n(CC(=O)NC3CCCC3)c2=O)c(OC)c1
 : -2.7, -6.9, 18.5, -23.6, -1.0, 8.5, 10.7, 4.7
c1ccc(CCn2nnnc2C(c2cccs2)N2CCOCC2)cc1 (centres undefined)
 : -4.3, -4.9, -8.4, -10.8, 1.5, 2.3, 4.0, -9.5
CCc1noc(C)c1C(=O)N1CCCC(N2CCN(c3cccc(Cl)c3)CC2)C1 (centres undefined)
 : 2.1, 7.4, -3.1, 10.1, -13.1, 1.4, 14.1, -13.1
COc1cccc(CNC(=O)CCCn2c(=S)[nH]c3cc4c(cc3c2=O)OCO4)c1
 : 6.8, -11.3, 8.4, -0.2, -2.2, 7.4, 11.4, -1.2

Bioassay records deposited in PubChem by Sanford-Burnham Center for Chemical Genomics.
